# A-T KAP1 phos: potential ataxia-telangiectasia treatment. […] A-T fibroblasts, KAP-1 phosphorylation AlphaLISA; neocarzinostatin DNA damage 30 min before lysis. Potency, µM (highest dose often 57.5 µM), without a hit: top-dose activation, hits mostly activators. 320,000 tested, 0.19% active. AID 485349; also: potency is read from the fitted curve at half-maximal effect; % of control where 0% means no effect; nearly all actives have a fitted effect of over 45% in size
#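 hTERT-immortalized A-T patient fibroblasts ([…]), 500 cells/well in OPTI-MEM, 1% FBS, got compounds for 60 min, then NCS for 30 min at 37C. Lysates were then assayed for phospho-KAP-1 by AlphaLISA (anti-pKAP1 donor, anti-KAP1 acceptor beads), 6 hr at 25C.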
# TRPV1 agonist: agonists of human vanilloid receptor 1 (TRPV1). Q8NER1. TRPV1-expressing cells, Fluo-8 calcium influx, agonist mode. activation, % at 8.33 µM. 320,000 tested, 0.19% active. AID 540275; in the data active = activation above about 80%; inconclusive = between about 30% and that limit; also: 0% is about no effect
#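 TRPV1-expressing cells were cultured overnight at 35.5C and loaded with Fluo-8 calcium dye for 40 to 90 min at room temperature. After a 10 s baseline, compound was added and calcium influx was read kinetically for 3 min (ex 480/em 520 nm).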
# p53 reactivator: restores transcriptional activity of mutant p53 | H1299 p53-A138V BP100-luciferase reporter, luminescence, 24 h | Potency, µM (doses to about 92.2 µM), for the others: at the top dose activity change, positive = activation, hits mostly activators | 320,000 tested, 0.063% active; also: potency is read from the fitted curve at half-maximal effect; % of control where 0% means no effect; nearly all actives have a fitted effect of over 45% in size
#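 H1299 (p53-null), stable ts p53-A138V + BP100-Luc; 1000 cells/well, Opti-MEM/10% FBS; cpd 4 pt, 1:5; 24 h, 37 deg C, 5% CO2; detection reagent 10 min RT; luminescence.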
# a7 integrin act: activates integrin-mediated alleviation for muscular dystrophy. alpha7betagal myoblasts, beta-gal FDG fluorescence, 48 h. Potency, µM (top dose mostly 38.3 µM), inactives show at the highest dose activation, actives largely listed as activators. 350,000 tested, 0.064% active;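 also: potency is read from the fitted curve at half-maximal effect; 100% = response of the positive control SU9516; nearly all actives have a fitted effect of over 60% in size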
#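 alpha7betagal+/- myoblasts (passage 13, 250/well) treated 48 h at 37C with compounds at 1:260 dilution of DMSO stock. Lysed, then beta-galactosidase activity read as FDG fluorescence (ex 480/em 540) after 30 min, with pre-read for autofluorescence.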
# TCR act: activates T cell receptor signaling. primary human leukocytes, anti-CD3, IL-2 HTRF, 48 h. Potency, µM (series often up to 9.22 µM), for the others: at the top dose activation of IL-2 secretion, hits mostly activators. 330,000 tested, under 10 active. AID 504894; also: % of control where 0% means no effect
#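 Readout: HTRF IL-2, Eu-cryptate/d2 antibody pair, 320nm excitation, 665nm emission. Stimulus: a-CD3 beads, no co-stimulation. Cells: primary human leukocytes. Exposure: 48 hr with compound.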
# ELG1 repair inh: ELG1-dependent DNA repair inhibition. 330,000 tested, 2.3% active. Potency, µM (series often up to 46.1 µM), inactives show at the highest dose activity change, negative = inhibition, actives largely listed as inhibitors. HEK293T ELG1-luciferase reporter, luminescence, 16 h; DNA damage induced by 5-fluorouridine; also: potency is read from the fitted curve at half-maximal effect; % is scaled to controls: 0 for no effect and ±100 for the full control effect; nearly all actives have a fitted effect of over 55% in size
#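 Quantitative HTS, concentration-response format. 2,000 cells/well co-treated with 5-fluorouridine and compound, 16 hr in 5% CO2 at 37 °C; ONE-Glo luminescence read after 30 min.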
# MLL CXXC-DNA inh: blocks binding of human MLL CXXC domain to DNA; Q03164; MLL-CXXC / FITC-HOXA9 DNA fluorescence polarization; Potency, µM (highest dose often 115 µM), for inactives: at the top dose activity change, negative = inhibition, hits mostly inhibitors; 290,000 tested, 0.037% active; active = well fitted inhibition curve with a large enough effect in the polarisation, with a control signal flat, not every such curve was filed as active; inconclusive = small, poorly fitted or top-dose-only effect, or effect the other way, or a change in a side signal; inactive = no such curve, though single readings can be large or run the other way; the % refers to the polarisation; also: potency is read from the fitted curve at half-maximal effect
#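 Purified MLL-CXXC (added from a 7 uM solution) was preincubated 5 min at ambient with pinned compounds in 50 mM Tris-HCl pH 7.5, 50 mM NaCl, 1 mM DTT, 0.05% BSA. Fluorescein-labeled HOX-A9 DNA (50 nM solution) followed, 30 min, then polarization read.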
# TSG101-PTAP inh: blocks PTAP/TSG101 interaction to inhibit HIV-1 budding. Q99816. Fluorescence polarization, FITC-PTAP peptide / Tsg101 binding. Potency, µM (series often up to 115 µM), without a hit: top-dose activity change, negative = inhibition, most hits filed as inhibitors. 340,000 tested, under 10 active; active = well fitted inhibition curve with a large enough effect in the main read-out, with a control signal flat, not every such curve was filed as active; inconclusive = small, poorly fitted or top-dose-only effect, or effect the other way, or a change in a side signal; inactive = no such curve, though single readings can be large or run the other way; also: potency is read from the fitted curve at half-maximal effect; % of control where 0% means no effect
# Target sequence (Q99816 whole entry, looked up): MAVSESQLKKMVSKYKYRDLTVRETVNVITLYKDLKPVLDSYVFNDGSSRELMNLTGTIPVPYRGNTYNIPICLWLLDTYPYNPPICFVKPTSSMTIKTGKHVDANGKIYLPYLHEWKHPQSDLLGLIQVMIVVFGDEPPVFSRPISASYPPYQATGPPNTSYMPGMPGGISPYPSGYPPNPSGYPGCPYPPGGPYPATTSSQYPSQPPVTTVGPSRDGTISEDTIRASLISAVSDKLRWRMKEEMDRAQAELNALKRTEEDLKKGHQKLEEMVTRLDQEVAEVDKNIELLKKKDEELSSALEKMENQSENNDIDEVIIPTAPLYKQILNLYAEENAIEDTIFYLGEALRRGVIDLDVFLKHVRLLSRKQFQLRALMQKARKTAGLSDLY
#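 FP read-out: FITC-PTAP peptide, 50 nM final, binding Tsg101 binding domain, 10 uM final; 20 min, r.t.; 10 mM HEPES pH 7.5, 0.15 M NaCl, 0.01% Tween 20, 3 mM EDTA, 0.1 mM TCEP.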
# B2AR arrestin: agonists driving beta-arrestin recruitment to human beta2-adrenergic receptor; P07550; beta-arrestin recruitment to beta2AR, cell-based reporter; AID 492947; 330,000 tested, 0.02% active; Potency, µM (highest dose often 46.1 µM), inactives show top-dose activation, hits mostly activators;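 also: potency is read from the fitted curve at half-maximal effect; 0% = DMSO controls and full agonism = EC100 isoproterenol or metaproterenol; nearly all actives have a fitted effect of over 65% in size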
# Target sequence (P07550 whole entry, looked up): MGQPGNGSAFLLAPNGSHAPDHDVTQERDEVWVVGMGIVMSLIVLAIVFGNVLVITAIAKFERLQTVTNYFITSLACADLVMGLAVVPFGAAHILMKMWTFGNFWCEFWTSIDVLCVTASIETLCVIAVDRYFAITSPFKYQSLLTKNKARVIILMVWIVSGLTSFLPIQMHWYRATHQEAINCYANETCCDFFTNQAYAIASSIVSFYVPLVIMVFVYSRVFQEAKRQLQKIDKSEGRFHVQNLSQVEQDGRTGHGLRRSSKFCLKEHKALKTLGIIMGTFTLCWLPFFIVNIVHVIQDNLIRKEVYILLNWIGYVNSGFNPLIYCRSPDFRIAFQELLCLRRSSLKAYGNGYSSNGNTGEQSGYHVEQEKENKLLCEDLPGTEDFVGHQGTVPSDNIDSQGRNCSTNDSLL
# BRCA1 expr act: activators of BRCA1 expression | MCF7-BRCA1-FFLuc reporter, luminescence, 48 h; response scale: scaled: vehicle 0%, 10 µM genistein 100% | 380,000 tested, 1.1% active | Potency, µM (top dose mostly 46.1 µM), for the others: at the top dose activation, most hits filed as activators; also: potency is read from the fitted curve at half-maximal effect; nearly all actives have a fitted effect of over 80% in size; some results filed as inactive show a strong effect at the top dose
#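 Quantitative HTS in MCF7 cells stably reporting BRCA1 expression via firefly luciferase. Compound treatment lasts 48 h at 37 °C in phenol-red free MEM. Activation is expressed relative to genistein at 10 microM and DMSO.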
# Starred values were filed as active, the others as inactive; ? = inconclusive; nt = no result given; [ ] = another dose, or the depositor's remark. Unless noted, calls follow the shape of the dose curve; as a rule, active = well fitted curve in the direction sought with a large enough effect; inconclusive = small, poorly fitted or top-dose-only effect, or another doubt; inactive = no such curve, though single readings can be large; an effect the other way counts as inactive or inconclusive. Rows were taken by chance, and some 3.8% of all compounds hit somewhere here.
compound | A-T KAP1 phos | TRPV1 agonist | p53 reactivator | a7 integrin act | TCR act | ELG1 repair inh | MLL CXXC-DNA inh | TSG101-PTAP inh | B2AR arrestin | BRCA1 expr act
CC(=O)N1CCc2cc(S(=O)(=O)CCC(=O)NCc3ccc4c(c3)OCO4)ccc21 | 3% | -1 | 5% | 4% | 6% | -1% | -3% | -4% | 0.0% | -16%
O=C(Nc1nnc(-c2ccccc2)o1)c1cccc(S(=O)(=O)N2CCOCC2)c1 | 10% | nt | ? | -2% | -1% | -16% | nt | -3% | -0.5% | -71%
CN(C(=O)CSc1nc(N)nn1-c1ccccc1)c1ccccc1 | -11% | -1 | -6% | 4% | -19% | 0% | -5% | -5% | -0.1% | 0%
CCC1CCCCN1C(=O)C(=O)c1cn(CC(=O)N(CC)CC)c2ccccc12 (configuration not stated) | 20% | 2 | -1% | 16% | 12% | 1% | -10% | -8% | 0.1% | 0%
Nc1nc2c(s1)C(=O)CC(c1ccccc1)C2 (configuration not stated) | -1% | 0 | 0% | 1% | 3% | ? | -16% | 1% | -0.2% | -18%
COc1ccccc1C1Nc2cccc3cccc(c23)N1 | -3% | 7 | 12% | -18% | 0% | -3% | 7% | -1% | 0.1% | -8%
COc1ccccc1N/C(=N/S(=O)(=O)c1ccc(Cl)cc1)c1ccccc1 | -8% | 10 | -10% | 0% | 0% | -1% | 2% | -5% | 0.1% | -18%
Cc1c(C)c2c(OCC(=O)N3CCC(C(N)=O)CC3)cc3c(c2oc1=O)CCC(C)(C)O3 | 6% | 8 | nt | 3% | 4% | 14% | -1% | -1% | 0.1% | -17%
COc1ccccc1CNC(=O)COC(=O)/C=C/c1ccc2ccccc2n1 | -6% | nt | ? | -55%[inhibitor] | -5% | ? | nt | 0% | 3.2% | -22%
CC(C)=CC(=O)Nc1ccc(S(=O)(=O)Nc2onc(C)c2C)cc1 | 8% | 2 | -1% | 25% | nt | 3% | 1% | -1% | 0.2% | 23%
Cn1cc([N+](=O)[O-])c(C(=O)Nc2nccs2)n1 | -2% | 1 | -10% | -55%[inhibitor] | -1% | ? | -1% | -9% | -1.4% | -62%
CC(OC(=O)C1CSC2(C)CCC(=O)N12)C(=O)Nc1ccc(F)cc1 (configuration not stated) | -2% | -5 | -1% | -5% | -2% | 2% | nt | -1% | -0.1% | 2%

# Copied from the list.
# `Nc1nc2c(s1)C(=O)CC(c1ccccc1)C2` (configuration not stated) – BRCA1 expr act = -18%
# `CC(OC(=O)C1CSC2(C)CCC(=O)N12)C(=O)Nc1ccc(F)cc1` (configuration not stated) – B2AR arrestin = -0.1%

# Next part:
compound | A-T KAP1 phos | TRPV1 agonist | p53 reactivator | a7 integrin act | TCR act | ELG1 repair inh | MLL CXXC-DNA inh | TSG101-PTAP inh | B2AR arrestin | BRCA1 expr act
CCOC(=O)c1ccc(NC(=O)CSc2nc(C)cc(=O)[nH]2)cc1 | 3% | -2 | -12% | 9% | 6% | 0% | 0% | -3% | 0.0% | -1%
CCN(CC)CCN1C(=O)C(=O)/C(=C(/O)c2ccccc2)C1c1ccccc1F (configuration not stated) | 1% | -3 | -4% | -18% | -3% | 4% | 0% | 1% | -0.4% | 6%
CC(=O)N(Cc1cc(=O)[nH]c2ccccc12)c1ccc(C)cc1 | 5% | 0 | -8% | 1% | 5% | -7% | 2% | 1% | -1.0% | 10%
O=C(Cn1c(=O)cnc2ccccc21)NCC(=O)Nc1ccc(F)c(F)c1 | 1% | 3 | -2% | -8% | 7% | 25% | nt | 0% | 0.0% | -20%
O=C(CN1CCOCC1)Nc1ccccc1C(=O)Nc1ccccc1 | -6% | -2 | -3% | -5% | -4% | ? | 0% | 2% | -0.3% | -17%
Cc1ccc(C(=O)N/C(=C/c2ccc(-c3cccc([N+](=O)[O-])c3)o2)C(=O)NC(C)C)cc1 | -6% | 3 | 8% | -5% | -8% | ? | 7% | -6% | 0.5% | -35%
COc1ccc(S(=O)(=O)N2CCCCCC2)cc1C(=O)N(C)CCOc1ccc(Cl)cc1 | 2% | 7 | -9% | -50%[inhibitor] | 16% | ? | nt | -7% | -0.2% | -37%
CCn1c(SCc2ccc(Cl)cc2Cl)nc2nc3c(cc2c1=O)CCCC3 | 12% | 2 | 1% | -4%[7.66 µM] | nt | -5% | 3% | -3% | 0.1% | 3%
CCCCCn1c(CNC(C)=O)nc2ccccc21 | 9% | ? | -6% | 5% | nt | -2% | -1% | -2% | 0.9% | 40%
Cc1ccc(S(=O)(=O)N2CCOCC2)cc1NC(=O)COC(=O)CCC(=O)c1ccc(F)cc1 | 9% | 3 | 6% | 0% | 1% | 1% | nt | 1% | -0.4% | -7%
CCOC(=O)c1ccc(NC(=S)Nc2ccc(C)cc2)cc1 | 0% | 0 | 2% | -4% | 1% | ? | -5% | -1% | -0.1% | 13µM*
Cc1cccc(Cc2ccc(Cl)nn2)c1 | 2% | -3 | -3% | 2% | -1% | 11% | 2% | -2% | 0.2% | 6%
O=C(c1ccc(Cl)cc1Cl)N1CCC(C(=O)N2CCOCC2)CC1 | 5% | 1 | -1% | -15% | 5% | 14% | 1% | -4% | -0.1% | -8%
CC(C)CNC(=O)COCc1cc(-c2ccc3c(c2)OCO3)on1 | 17% | -2 | 17% | -32% | -4% | ? | 6% | 0% | -0.6% | 87%
COc1cccc(C2=NOC(C(=O)NC(C)C)C2)c1 (configuration not stated) | 0% | -3 | -2% | 0% | nt | 8% | 7% | nt | -1.5% | 1%
COC(=O)C1C(=O)CC(C)(O)C(C(=O)OC)C1/C=C/c1ccccc1 (configuration not stated) | -3% | -1 | 1% | -14% | 1% | -12% | -8% | 1% | -0.2% | -1%
COc1ccc2[nH]c(=O)c(C(c3nnnn3CC3CCCO3)N3CCCCC3)cc2c1 (configuration not stated) | 8% | 2 | 4% | 6% | 1% | 12% | -19% | 0% | -1.0% | -7%
O=C(Cn1cncn1)c1ccccc1Br | -10% | -3 | 1% | 15% | 4% | 14% | -7% | -3% | -0.1% | 4%
CCn1nc(NC(=O)c2ccco2)c2cc3ccc(C)cc3nc21 | 18% | ? | -2% | -18% | -4% | -10% | 2% | 0% | 0.2% | -10%
CC(C)(C)C1CCc2c(C(=O)NNC(=O)CCC(=O)O)csc2C1 (configuration not stated) | 1% | 2 | 3% | 13% | 0%[46.1 µM] | -8% | -5% | 1% | -1.8% | -20%
COCCN(C(=O)CSc1nnc(-c2ccccc2F)n1C)c1c(N)n(Cc2ccccc2)c(=O)[nH]c1=O | -2% | -1 | 3% | 26% | 2% | 7% | -3% | -5% | -0.4% | -14%
CC(=O)Nc1nc(-c2ccccc2)ns1 | -2% | 5 | ? | 40%[7.66 µM] | 2%[46.1 µM] | ? | 2% | 2% | -0.1% | 61%
CC1Cc2ccccc2N1C(=O)CCn1c(=O)oc2ccccc21 (configuration not stated) | -6% | ? | -4% | -3% | 7% | 5% | -7% | -2% | -0.2% | 16%
COc1ccccc1CN1CCNC(=O)C1CC(=O)NC1CCCCCC1 (configuration not stated) | -13% | 9 | 10% | -25% | 5% | -1% | 1% | 1% | 0.4% | -6%

# Some of these compounds in order of the BRCA1 expr act value, highest first:
Molecule | TRPV1 agonist | p53 reactivator | a7 integrin act | TCR act | MLL CXXC-DNA inh | TSG101-PTAP inh | B2AR arrestin | BRCA1 expr act
CC(=O)Nc1nc(-c2ccccc2)ns1 | 5 | ? | 40%[7.66 µM] | 2%[46.1 µM] | 2% | 2% | -0.1% | 61%
COc1cccc(C2=NOC(C(=O)NC(C)C)C2)c1 (configuration not stated) | -3 | -2% | 0% | nt | 7% | nt | -1.5% | 1%
COc1ccccc1CN1CCNC(=O)C1CC(=O)NC1CCCCCC1 (configuration not stated) | 9 | 10% | -25% | 5% | 1% | 1% | 0.4% | -6%
Cn1cc([N+](=O)[O-])c(C(=O)Nc2nccs2)n1 | 1 | -10% | -55%[inhibitor] | -1% | -1% | -9% | -1.4% | -62%

# Continuation:
compound | A-T KAP1 phos | TRPV1 agonist | p53 reactivator | a7 integrin act | TCR act | ELG1 repair inh | MLL CXXC-DNA inh | TSG101-PTAP inh | B2AR arrestin | BRCA1 expr act
O=C1CCC(C(=O)N2CCC(O)(c3ccccc3)CC2)CN1CCc1ccccc1 (configuration not stated) | 15% | 0 | 3% | -12% | -1% | -8% | 16% | nt | 0.0% | -3%
NS(=O)(=O)c1cccc(NC(=O)COc2ccc([N+](=O)[O-])cc2)c1 | -1% | 18 | 7% | ? | 0% | ? | 5% | -2% | -0.4% | 14%
CCOC(=O)c1c(C)[nH]c(C)c1S(=O)(=O)N1c2ccccc2CC1C (configuration not stated) | -10% | 0 | -1% | -8% | -1% | 6% | 39%[activator] | 4% | -0.2% | -2%
COc1cc(NC(=O)CN2CCCCC2)c(C)cc1[N+](=O)[O-] | 2% | -2 | ? | 21% | -2%[46.1 µM] | ? | 26% | -2% | 0.4% | 81%
